MLLE-PAM2 inh: inhibitors of PABP1 MLLE–PAM2 peptide binding, primary screen, biochemical, fluorescence polarization, FITC-PAM2, GST-MLLE; Polyadenylate-binding protein 1 (Homo sapiens), P11940; inhibition, % at 20 µM; hit rate 0.36% among 360,000; AID 588489, 2011; in the data active means inhibition above about 35%, passing the limit was not always enough;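 further: plate controls were DMSO wells with GST-MLLE for no effect and wells lacking GST-MLLE protein for full effect; some results filed as inactive read as strong as hits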
Scp1 inh: Scp-1 phosphatase inhibitors, primary screen, biochemical, colorimetric, uHTS; Recombinant Scp1, phosphopeptide, malachite green phosphate absorbance; hit rate 0.88% among 340,000; Carboxy-terminal domain RNA polymerase II polypeptide A small phosphatase 1 (Homo …; inhibition, % at 20 µM; AID 493091, 2011;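 active means inhibition above about 50% at 20 µM, limit read from the data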;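 further: plate controls were DMSO wells with enzyme for no effect and wells lacking enzyme for full effect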
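Test system: SCP-1 phosphatase catalytic domain, residues 76-261 | Compound dosing: One concentration, 20 µM, with 1.0% DMSO | Schedule: 45 min room-temperature reaction, 5 min colour, 30 min stabiliser | Detection: Absorbance at 630 nm | Read-out basis: % inhibition of SCP-1 phosphate liberation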
STEP inh: STEP phosphatase inhibitors, primary screen, biochemical, fluorescence intensity, uHTS | inhibition, % at 20 µM | recombinant STEP, OMFP fluorogenic substrate | AID 588621, 2011 | hit rate 0.25% among 360,000;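 active means inhibition at 20 µM, scaled per plate between control wells, above about 37%, limit read from the data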;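 further: 0% = DMSO with enzyme and substrate and 100% = substrate only without enzyme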
Target sequence (P54829 whole entry, looked up): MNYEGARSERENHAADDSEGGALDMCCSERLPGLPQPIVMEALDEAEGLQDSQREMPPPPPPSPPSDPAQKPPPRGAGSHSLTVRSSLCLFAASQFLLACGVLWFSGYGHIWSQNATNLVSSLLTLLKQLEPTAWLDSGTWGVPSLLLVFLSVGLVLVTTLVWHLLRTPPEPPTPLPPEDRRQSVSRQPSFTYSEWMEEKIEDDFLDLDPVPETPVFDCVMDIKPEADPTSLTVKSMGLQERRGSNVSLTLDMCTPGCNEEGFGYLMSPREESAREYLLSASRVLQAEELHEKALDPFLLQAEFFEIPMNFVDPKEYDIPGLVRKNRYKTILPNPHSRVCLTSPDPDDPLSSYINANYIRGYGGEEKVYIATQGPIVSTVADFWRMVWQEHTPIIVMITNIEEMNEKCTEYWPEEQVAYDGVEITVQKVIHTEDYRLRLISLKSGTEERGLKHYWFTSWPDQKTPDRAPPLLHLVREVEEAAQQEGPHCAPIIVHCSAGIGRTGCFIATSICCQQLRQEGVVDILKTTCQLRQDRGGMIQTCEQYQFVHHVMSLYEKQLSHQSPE
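Test system: STEP tyrosine phosphatase / Reagent: OMFP at 25 µM / Doses: 20 µM, 1% DMSO / Read-out: percent inhibition scaled to no-enzyme and uninhibited-enzyme controls, plate-pattern corrected / Detection: FITC-channel fluorescence of OMFP product / Medium: Bis-Tris buffer pH 6.0, 2.5 mM DTT, 0.005% Tween 20 / Schedule: 20 min at room temperature, dark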
NadD block: inhibitors of S. aureus NadD, primary screen, biochemical, colorimetric, uHTS | Nicotinate-nucleotide adenylyltransferase NadD (Staphylococcus aureus N315) | purified NadD enzyme, colorimetric absorbance read-out | inhibition, % at 20 µM | hit rate 0.78% among 360,000 | AID 602399, 2012; in the data active means inhibition above about 26%; further: some compounds past the cut are filed as inactive
Tb MetRS inh: T. brucei MetRS inhibitors, primary screen, biochemical, luminescence; purified T. brucei MetRS, ATP depletion, Kinase-Glo luminescence; inhibition, % at 11.9 µM; hit rate 0.4% among 360,000; AID 624268, 2012;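 active means inhibition above a per-plate cutoff of the control wells' mean inhibition plus 3 SD, cut at about 5.5% in these data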;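 further: 0% = DMSO wells median and 100% = median of wells with control inhibitor compound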
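Test system – parasite MetRS enzyme · Reagent – substrates ATP, L-methionine and bulk Escherichia coli tRNA · Doses – 11.9 µM compound single dose, 0.9% DMSO · Times – 15 min enzyme-compound preincubation, 2 h reaction, 10 min detection, 25 °C · Signal – Kinase-Glo luminescence, ATP depletion format · Controls – DMSO-only wells as low control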
SUMO1-SIM PPI: modulators of SUMO1 protein-protein interactions, primary screen, biochemical, uHTS | Small ubiquitin-related modifier 1 (Homo sapiens), P63165 | SUMO1 binding to a labelled peptide, TR-FRET, 1 h | inhibition, % at 20 µM | hit rate 0.33% among 360,000 | AID 602429, 2012; in the data active means inhibition above about 37%
DNMT1 block: human DNMT1 methyltransferase inhibitors, primary screen, biochemical, molecular beacon, fluorescence, HinP1I cleavage, uHTS | DNA (cytosine-5)-methyltransferase 1 (Homo sapiens), P26358 | inhibition (reported as % activation of signal), % at 10 µM | hit rate 0.83% among 360,000; in the data active means inhibition above about 50%
LMPTP block: LMPTP phosphatase inhibitors, primary screen, biochemical, fluorescence intensity, uHTS. hit rate 0.22% among 360,000. recombinant LMPTP-A, OMFP fluorogenic substrate. Low molecular weight phosphotyrosine protein phosphatase (Homo sapiens), P24666. inhibition, % at 20 µM. AID 651560, 2012;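 active means compounds that cut the enzyme signal by at least half of the control window in the single-dose screen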;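 further: plate controls were DMSO wells with enzyme plus substrate for no effect and substrate without enzyme for full effect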
Target sequence (P24666 whole entry, looked up): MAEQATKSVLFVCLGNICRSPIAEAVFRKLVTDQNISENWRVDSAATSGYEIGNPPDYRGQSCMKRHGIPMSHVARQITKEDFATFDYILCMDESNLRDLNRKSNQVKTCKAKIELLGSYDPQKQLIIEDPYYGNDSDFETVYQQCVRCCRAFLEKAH
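test system = LMPTP-A | amount = 0.625 nM LMPTP-A final | reagent = fluorogenic phosphatase substrate OMFP at 400 µM final | incubation = 50 min at room temperature | benchmarks = no-enzyme low control, uninhibited high control | medium = Bis-Tris pH 6.0, DTT, detergent | signal = fluorescence intensity of OMFP turnover product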
Rpn11 block: Rpn11 (PSMD14) deubiquitinase inhibitors, primary screen, biochemical, fluorescence polarization, uHTS; human 26S proteasome, Ub4-pepOG fluorescence polarization; 20S core pre-blocked with epoxomicin; calls only at 20 µM; hit rate 0.59% among 360,000; AID 588493, 2011;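 active means inhibition at 20 µM, scaled to each plate's controls, above about 33%, limit read from the data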
Target sequence (O00487 whole entry, looked up): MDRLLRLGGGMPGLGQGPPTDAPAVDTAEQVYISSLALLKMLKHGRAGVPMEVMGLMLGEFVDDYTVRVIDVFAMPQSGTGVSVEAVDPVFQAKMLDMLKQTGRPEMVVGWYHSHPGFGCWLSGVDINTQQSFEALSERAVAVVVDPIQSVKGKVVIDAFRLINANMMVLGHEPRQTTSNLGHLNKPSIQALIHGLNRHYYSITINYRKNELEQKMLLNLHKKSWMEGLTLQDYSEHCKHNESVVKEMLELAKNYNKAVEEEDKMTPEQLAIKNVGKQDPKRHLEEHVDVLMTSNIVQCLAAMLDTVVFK
CSN inh: inhibitors of CSN-mediated cullin deneddylation, primary screen, biochemical, fluorescence polarization, uHTS; COP9 signalosome complex subunit 5 (Homo sapiens), Q92905; Purified CSN, SCF-Nedd8-OG deneddylation; inhibition, % at 12.5 µM; hit rate 0.38% among 360,000; AID 651999, 2013;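 active means pattern-corrected inhibition above about 35%, with an unprinted fluorescence ratio check between 0.5 and 1.5, limit read from the data, passing the limit was not always enough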;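 further: 0% = enzyme with substrate and 100% = substrate without enzyme; some results filed as inactive read as strong as hits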
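Assay system: HEK293T-derived human Csn5 enzyme; quantity: 0.24 nM enzyme; medium: Tris/NaCl/DTT buffer, pH 7.5; also added: substrate SCFSkp2-Nedd8OG, 10 nM; doses: 12.5 µM compound; schedule: 90 min reaction at room temperature; signal: FP; read-out: % inhibition of substrate cleavage by Csn5; benchmarks: substrate-only high control, full reaction low control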
* = called active by the depositor; i = inactive; . = no result given; + = active, no number.

No.	Structure	Rpn11 block	MLLE-PAM2 inh	CSN inh	LMPTP block	Scp1 inh	SUMO1-SIM PPI	Tb MetRS inh	NadD block	STEP inh	DNMT1 block
1	COc1cc(C(=O)NCCC(C)C)ccc1OCc1ccc(Cl)cc1Cl	i	-8.6	3.1	5.4	-15.0	3.8	0.0	2.7	1.3	-0.9
2	CCN(CC)C(=O)C1CCCN(c2ccc([N+](=O)[O-])cc2)C1 (stereo not drawn)	i	1.2	-2.6	1.5	-2.9	-36.1	-0.4	-0.7	4.3	0.7
3	CC(=O)C1=CCC(c2ccc(C(C)C)cc2)N(S(=O)(=O)c2ccc(C)cc2)C1 (stereo not drawn)	i	-0.1	6.6	3.3	.	5.5	-0.3	1.5	2.4	-3.5
4	COc1ccc(-n2cnc3c(cnn3CCC#N)c2=N)cc1	i	2.0	1.8	-2.6	-7.0	-0.3	-1.3	-7.4	-0.4	1.1
5	CC1CC(C)(C)N(C(=O)CN2C(=O)CCC2=O)c2ccccc21 (stereo not drawn)	i	-6.3	3.4	-0.9	3.5	-5.2	-1.0	-2.2	-5.0	0.4
6	Cc1cc(NS(=O)(=O)c2c(C(=O)N3CCOCC3)c(C)n(C)c2C)ccc1Br	i	6.4	0.7	-0.2	7.4	7.2	0.2	-0.5	0.5	0.2
7	CC(C)C[C@@H](CNCC(=O)[C@H](CC(C)C)NC(=O)c1[nH]cnc1C(=O)N[C@H](CN)CC(C)C)NC(=O)c1nc[nH]c1C(=O)N[C@@H](CC(=O)O)C(=O)O	i	4.8	-0.5	-2.8	-10.9	2.4	0.7	16.2	0.3	1.8
8	O=C(Nc1ccc(F)cc1)C(c1cccc(F)c1)N1CCN(Cc2c(F)cccc2Cl)CC1 (stereo not drawn)	.	.	-6.0	2.7	.	-2.3	-0.2	.	.	.

Four of the compounds above, screen by screen:
#3 CC(=O)C1=CCC(c2ccc(C(C)C)cc2)N(S(=O)(=O)c2ccc(C)cc2)C1 (stereo not drawn)
#2 CCN(CC)C(=O)C1CCCN(c2ccc([N+](=O)[O-])cc2)C1 (stereo not drawn)
#8 O=C(Nc1ccc(F)cc1)C(c1cccc(F)c1)N1CCN(Cc2c(F)cccc2Cl)CC1 (stereo not drawn)
#7 CC(C)C[C@@H](CNCC(=O)[C@H](CC(C)C)NC(=O)c1[nH]cnc1C(=O)N[C@H](CN)CC(C)C)NC(=O)c1nc[nH]c1C(=O)N[C@@H](CC(=O)O)C(=O)O
screen / no. | 3 | 2 | 8 | 7
Rpn11 block | i | i | . | i
MLLE-PAM2 inh | -0.1 | 1.2 | . | 4.8
CSN inh | 6.6 | -2.6 | -6.0 | -0.5
LMPTP block | 3.3 | 1.5 | 2.7 | -2.8
Scp1 inh | . | -2.9 | . | -10.9
SUMO1-SIM PPI | 5.5 | -36.1 | -2.3 | 2.4
Tb MetRS inh | -0.3 | -0.4 | -0.2 | 0.7
NadD block | 1.5 | -0.7 | . | 16.2
STEP inh | 2.4 | 4.3 | . | 0.3
DNMT1 block | -3.5 | 0.7 | . | 1.8

(further entries)
No.	Structure	Rpn11 block	MLLE-PAM2 inh	CSN inh	LMPTP block	Scp1 inh	SUMO1-SIM PPI	Tb MetRS inh	NadD block	STEP inh	DNMT1 block
9	CCOc1ccc(S(=O)(=O)NCCSc2ccccc2)cc1	i	3.1	-1.3	1.6	-6.6	0.3	0.1	-9.8	1.9	-5.1
10	CC1(C)CN(Cc2ccccc2)C(=O)[C@H]1CC(=O)Nc1ccc(Br)cc1	i	-4.4	9.9	0.1	.	-0.5	0.9	1.2	-1.7	-3.1
11	CC(C)NC(=O)c1ccc2c(c1)N(CC(=O)NC1CCCCC1)C(=O)C(C)(C)O2	i	-6.0	3.2	1.1	-7.9	-2.2	-0.1	-11.2	-1.9	0.2
12	Cc1c(NC(=O)Nc2ccc(Cl)c(Cl)c2)c(=O)n(-c2ccccc2)n1C	i	-2.4	0.9	-0.1	13.4	0.8	-0.4	4.3	-2.0	-0.9
13	COc1ccc(/C=C2\SC(=O)N(CCNC(=O)CN3C(=O)NC4(CCCC4)C3=O)C2=O)cc1	i	7.5	-2.7	-0.1	3.9	-32.1	-0.5	1.7	19.8	-0.9
14	O=C(CNC(=O)c1[nH]cnc1C(=O)N[C@@H](Cc1ccccc1)C(=O)OCc1ccccc1)OCc1ccccc1	i	5.6	1.1	2.1	-3.5	7.0	-0.4	4.9	0.0	0.5
15	O=C(Nc1c[nH]c2c(Cl)cccc2c1=O)N1CCN(c2ccccn2)CC1	i	-1.1	-1.8	2.5	-1.2	-18.2	-0.6	-3.5	-1.4	-4.1
16	COc1cc(CN2CCCC(CO)(Cc3cccc(Cl)c3)C2)cc(OC)c1O (stereo not drawn)	i	-0.7	5.2	6.0	-5.1	-5.0	-0.6	2.0	6.2	-5.4
17	Cc1c(C(=O)O)c(-c2ccccc2)nn1-c1ccccc1	i	-2.3	-1.3	-1.0	-10.1	-4.8	0.3	-6.0	-3.7	-1.4
18	O=C(OCC(=O)N1CCc2ccccc21)c1ccccc1F	i	3.5	-0.7	-0.9	-7.7	-0.6	0.3	-4.6	0.0	-0.2
19	COc1cc(/C=C2/SC(=S)N(c3c(C)n(C)n(-c4ccccc4)c3=O)C2=O)ccc1O	+	-74.5	30.8	1.1	-9.3	-32.9	-0.2	9.5	1.6	-3.9
20	CCCC(=O)Nc1ccccc1-c1nnn(CC(=O)Nc2ccc(OC)cc2)n1	i	5.9	0.4	0.2	0.8	2.5	-0.5	-6.0	-2.3	-3.6
21	CCCC(=O)N1CCN(c2ccc(NC(=O)C(C)(C)C)cc2Cl)CC1	i	-8.0	4.2	-3.0	-9.6	2.7	-0.8	0.2	1.1	3.8
22	O=C1C(=O)N(CCCO)C(c2ccccc2)/C1=C(\O)c1ccc(Br)cc1 (stereo not drawn)	i	-1.9	7.3	-0.5	-5.1	-1.2	-0.6	4.9	3.0	-5.1
23	CCOc1ccc2c(c1)C(c1cccs1)=NNC(c1cccnc1)=N2	i	-10.6	-2.1	-0.8	-4.6	-0.6	2.4	-0.8	7.0	-5.2
24	C(=N\NC1=NCCN1)/c1ccncc1	i	-7.0	4.2	-0.6	-2.0	5.0	-0.8	0.3	-2.8	0.8
25	COc1ccc(CCNC(=O)CC(Cc2ccccc2)C(=O)O)cc1OC (stereo not drawn)	i	9.5	-0.8	-1.2	-5.9	-0.3	-1.4	-4.3	-3.8	-3.5
26	Cc1ccc(COC(=O)c2cccc(S(=O)(=O)N3CCCCCC3)c2)cc1	i	-4.5	-7.0	3.7	-19.1	6.2	-0.3	5.9	4.1	5.2
27	CCOC(=O)c1[nH]c(C)c(C(=O)OCC(=O)N2CCCCC2C)c1C (stereo not drawn)	i	-8.3	4.6	-0.1	-2.2	-0.6	-0.3	1.4	0.0	0.2
28	CCSc1nnc(-c2sc3nnc(-c4ccccc4)c(-c4ccccc4)c3c2N)o1	i	32.0	17.4	2.7	11.5	-9.4	-0.2	9.5	-31.6	-2.0
29	Cc1cccn2cc(CCNS(=O)(=O)c3ccc4c(c3)OCCO4)nc12	i	13.3	-1.0	-0.8	-1.2	-1.4	-0.6	-4.9	0.6	0.5
30	COc1cccc(Nc2nnc(SCc3nc4ccccc4s3)s2)c1	i	-80.2	-1.5	1.3	2.7	-0.1	0.2	-4.5	-1.0	-14.6
31	CCN(CC)S(=O)(=O)c1ccc(-n2cnc3cc(C)c(C)cc32)nc1	i	-4.0	7.8	1.2	0.1	2.5	-0.3	-8.7	-0.1	-0.7
32	O=C(Nc1ccc([N+](=O)[O-])cc1)c1cccc([N+](=O)[O-])c1	i	0.8	4.0	6.6	.	-17.0	0.0	-7.2	-0.5	1.6
33	CC(=O)Oc1ccc(C2(C)CC(C)(C)NC(=S)N2C)c(OC(C)=O)c1 (stereo not drawn)	i	-9.1	3.6	-0.3	4.1	0.5	0.4	-2.3	0.1	1.8
34	CC(C)(C)n1nc2c(c1NC(=O)C1CC(=O)N(c3ccc(Cl)cc3)C1)CS(=O)(=O)C2 (stereo not drawn)	i	20.2	-1.4	0.2	-4.5	1.6	0.2	-3.7	-2.1	2.0
35	CCCN[C@@H]1C(=O)N2C(C(=O)OCCC)=C(C)CS[C@H]12	i	10.4	-3.8	-0.6	1.9	1.5	-0.3	4.6	-0.2	-1.6
36	CN(CC(=O)NC1CCCC1)S(=O)(=O)c1cccc(Cl)c1	i	16.9	2.0	-1.4	-9.6	0.9	-0.3	-4.4	0.1	2.3
37	COC(=O)C(NC(C)=O)(Nc1cc(C)ccn1)C(F)(F)F (stereo not drawn)	i	2.3	1.3	-0.3	-3.6	-2.4	-0.7	3.1	-0.4	-0.1
38	CC(C)C(=O)NCCc1nc2ccccc2n1CCCOc1ccc(Cl)cc1	i	-7.9	1.6	-0.7	1.1	0.8	-0.5	-2.9	-2.9	-1.5
39	CC(C)Oc1ccc(/C=C(\NC(=O)/C=C/c2ccco2)C(=O)NCCc2nc3ccccc3[nH]2)cc1	+	-27.9	4.0	1.0	2.6	-9.2	0.2	40.3*	1.6	-9.7
40	O=C(COC(=O)c1ccco1)Nc1ccc2c(c1)OCCO2	i	8.5	-0.8	-2.4	3.8	-4.7	-1.1	0.6	1.2	2.4
41	N=c1c[n+](N2CCOCC2)[n-]o1	i	-28.5	-0.9	0.1	-3.5	-6.0	0.1	4.6	-1.9	-4.5
42	O=C(NCCOc1ccccc1F)C1CC(=O)N(c2ccc3c(c2)OCCO3)C1 (stereo not drawn)	i	-17.4	-3.1	0.1	17.4	2.6	-0.2	2.6	0.8	0.2
43	Cc1cc(NC(=O)CSc2nnc(Cc3ccccc3)n2C)no1	i	4.6	0.0	-2.2	-4.3	2.9	0.0	-1.0	-3.5	-2.5

Compound activity from PubChem.
